Screening results as filed in PubChem.
TSHR antagonist – blocks TSH signaling through the human TSH receptor. P16473. TSHR-expressing cells, TSH-stimulated cAMP HTRF, 2 h; active compounds read low. activity change, negative = inhibition, % at 11.5 µM. 330,000 compounds, 0.2% hits;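 active = activity change below a set negative limit, meaning inhibition stronger than a set level, cut at about -70% in these data; inconclusive = activity change between two set negative limits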; note: % is set by controls: 0 for no effect and ±100 for the full control effect
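TSHR-expressing cells were treated with compounds, then stimulated with TSH at EC80 (4nM final) for 2 hours at 37 deg C. Cellular cAMP was measured by HTRF competition between lysate cAMP and cAMP-d2 for a cryptate-labelled anti-cAMP antibody.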
CXXC DNA block – blocks binding of human MLL CXXC domain to DNA; Q03164; MLL-CXXC / FITC-HOXA9 DNA fluorescence polarization; Potency, µM (highest dose often 115 µM), for the others: at the highest dose activity change, negative = inhibition, most hits filed as inhibitors; 290,000 compounds, 0.037% hits; AID 2662; active = well fitted inhibition curve with a large enough effect in the polarisation, with a control signal flat, not every such curve was filed as active; inconclusive = small, poorly fitted or top-dose-only effect, or effect the other way, or a change in a side signal; inactive = no such curve, though single readings can be large or run the other way; the % refers to the polarisation; note: potency is the fitted concentration of half-maximal effect
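Fluorescence polarization: 7 uM MLL-CXXC (stock) preincubated 5 min with compounds, then 50 nM fluorescein-HOX-A9 DNA (stock) added; 30 min ambient. Buffer 50 mM Tris-HCl pH 7.5, 50 mM NaCl, 1 mM DTT, 0.05% BSA.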
A-T KAP1 phos – potential ataxia-telangiectasia treatments restoring KAP-1 phosphorylation. […] A-T fibroblasts, KAP-1 phosphorylation AlphaLISA; neocarzinostatin DNA damage 30 min before lysis. Potency, µM (top dose mostly 57.5 µM), for the others: at the top dose activation, hits mostly activators. 320,000 compounds, 0.19% hits. AID 485349; note: potency is the fitted concentration of half-maximal effect; % of control where 0% means no effect; nearly all actives have a fitted effect of over 45% in size
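hTERT-immortalized A-T patient fibroblasts ([…]), 500 cells/well in OPTI-MEM, 1% FBS, got compounds for 60 min, then NCS for 30 min at 37C. Lysates were then assayed for phospho-KAP-1 by AlphaLISA (anti-pKAP1 donor, anti-KAP1 acceptor beads), 6 hr at 25C.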
Coupling enz – inhibits coupling enzyme system, counter-screen for aldolase hits. activity change, negative = inhibition, % at 58.2 µM, hits read low. coupling enzyme system counterscreen, AmpLite Red fluorescence. 290,000 compounds, 0.67% hits; in the data active = activity change below about -30%; note: % is set by controls: 0 for no effect and ±100 for the full control effect
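First, compound is pin-transferred into glyceraldehyde-3-phosphate coupling-enzyme reagent at 57.5 uM final and held 10 min at RT. Next, substrate, coupling system and AmpLite Red are added. After 20 min RT, fluorescence (525/598 nm) is read.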
Chronic BCR inh – blocks chronic active B-cell receptor signaling; ABC-DLBCL IkBa-CBG/CBR reporter, luminescence ratio, 4 h; Potency, µM (top dose mostly 46.1 µM), without a hit: top-dose ratio change, negative = lower green/red ratio, usual class: inhibitors; 340,000 compounds, 0.05% hits; AID 493014; active = well fitted inhibition curve with a large enough effect in the signal ratio, with a control signal flat, not every such curve was filed as active; inconclusive = small, poorly fitted or top-dose-only effect, or effect the other way, or a change in a side signal; the % refers to the signal ratio;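 note: potency is the fitted concentration of half-maximal effect; plate controls were basal doxycycline-induced cells for no effect and cells given 10 µM MG132 for full effect; MG132 reads +100%, hits lower the ratio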
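Cell line TMD8 (human ABC DLBCL), stably expressing tet-inducible CBG68-IkBa fusion and CBR; IMDM/0.5% FBS; cpd up to 46 uM; dox induction, 4 h, 37C/5% CO2; dual luminescence; green/red ratio; MG132 control.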
Giardia killer – kills Giardia lamblia; AID 540267; Giardia lamblia trophozoite viability; 340,000 compounds, 0.15% hits; activity change, % at 7.66 µM, hits read low; in the data active = activity change below about -80%; inconclusive = between about -30% and that limit;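 note: parasites exposed to compound for two days anaerobically before the ATP read; % is set by controls: 0 for no effect and ±100 for the full control effect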
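Killing of trophozoites was scored by loss of ATP luminescence after a 48 hrs anaerobic exposure to compounds at 37 deg C, using 100 cells per well.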
TCR activator – activates T cell receptor signaling | primary human leukocytes, anti-CD3, IL-2 HTRF, 48 h | Potency, µM (highest dose often 9.22 µM), for inactives: at the top dose activation of IL-2 secretion, hits mostly activators | 330,000 tested, under 10 active | AID 504894; note: % of control where 0% means no effect
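IL-2 produced over 48 hr by a-CD3 bead-stimulated primary human leukocytes exposed to compounds was detected with a homogeneous time-resolved FRET immunoassay, 665nm acceptor signal after 320nm excitation.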
GALK inh – inhibitors of human galactokinase; Purified GALK, Kinase-Glo residual ATP luminescence; Potency, µM (titrated, usually from 57.5 µM), for the others: at the top dose activity change, negative = inhibition, most hits filed as inhibitors; 270,000 compounds, 0.007% hits; AID 1868; note: potency is the fitted concentration of half-maximal effect; % is set by controls: 0 for no effect and ±100 for the full control effect
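Kinase-Glo Plus luminescence measured ATP left after a 1 h room-temperature reaction. The reaction used 5 nM GALK, 100 uM galactose and 35 uM ATP at pH 8.0 (20 mM HEPES, 5 mM MgCl2, 60 mM NaCl, 1 mM DTT, 0.01% BSA).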
Tb PFK block – T. brucei PFK enzyme inhibition. O15648. T. brucei PFK, ADP-Glo luminescence. Potency, µM (series often up to 57.5 µM), without a hit: at the top dose activity, negative = inhibition, most hits filed as inhibitors. 330,000 compounds, 0.17% hits. AID 485367;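 note: potency is the fitted concentration of half-maximal effect; 0% = uninhibited 1x PFK enzyme wells and -100% = no-enzyme wells; nearly all actives have a fitted effect of over 60% in size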
Target sequence (O15648 whole entry, looked up): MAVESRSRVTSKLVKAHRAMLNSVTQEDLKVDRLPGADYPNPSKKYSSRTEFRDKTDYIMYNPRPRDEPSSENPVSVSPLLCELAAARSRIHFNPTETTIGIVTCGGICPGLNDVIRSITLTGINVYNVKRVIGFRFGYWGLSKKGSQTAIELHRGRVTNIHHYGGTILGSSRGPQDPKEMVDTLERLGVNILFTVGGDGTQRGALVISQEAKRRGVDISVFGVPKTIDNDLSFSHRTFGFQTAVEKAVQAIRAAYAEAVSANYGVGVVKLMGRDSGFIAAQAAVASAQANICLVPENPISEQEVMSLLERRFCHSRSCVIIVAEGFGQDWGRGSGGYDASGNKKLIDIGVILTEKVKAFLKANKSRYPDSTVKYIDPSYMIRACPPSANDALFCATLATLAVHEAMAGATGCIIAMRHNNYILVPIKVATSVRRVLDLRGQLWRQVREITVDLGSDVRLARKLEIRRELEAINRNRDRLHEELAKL
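Compounds were pin-transferred as a titration series up to 57 uM into substrate buffer (0.5 mM F6P, 0.1 mM ATP, pH 8.0), then 1.25 nM PFK was added and reactions ran 45 min before ADP-Glo detection.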
KCNH2 WT inh – KCNH2 (human, wildtype) channel inhibition | U2OS, BacMam KCNH2, thallium flux FluxOr; active compounds read low | activity change, % at 1.84 µM | 340,000 compounds, 0.37% hits | AID 720551;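 active = maximum activity change below -70%; inconclusive = maximum activity change between -70% and -50%; inactive = maximum activity change above -50%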; note: % is set by controls: 0 for no effect and ±100 for the full control effect
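U2OS cells were transduced with wild-type KCNH2 virus (2.03 x 10^8 / mL) for 4 h at room temperature, then cultured overnight at 37 C. Thallium flux was read with FluxOr dye. Rate constants were normalized to DMSO controls.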
* = called active by the depositor; i = inactive; u = inconclusive; x = no result given; [ ] = dose if it differs, or a comment. Unless noted, calls come from the whole dose curve; as a rule, active = well fitted curve in the direction sought with a large enough effect; inconclusive = small, poorly fitted or top-dose-only effect, or another doubt; inactive = no such curve, though single readings can be large; an effect the other way counts as inactive or inconclusive. An unsorted share of the library; about 1.6% have a hit in one of these screens.

Order of values – TSHR antagonist	CXXC DNA block	A-T KAP1 phos	Coupling enz	Chronic BCR inh	Giardia killer	TCR activator	GALK inh	Tb PFK block	KCNH2 WT inh
#1 Cc1cc(S(=O)(=O)n2ccnc2)c(Cl)cc1Cl
 : 5	0%	0%	0	-12%	-18	3%	2%	-1%	4
#2 COc1ccc(S(=O)(=O)N2CCN(C(c3ccccc3)c3ccccc3)CC2)cc1NC(C)=O
 : 9	8%	-6%	x	1%	-23	1%	0%	-7%	-12
#3 Cc1nc(NC(=O)C2CCCC2)sc1Cc1ccc2c(c1)OCO2
 : -2	14%	4%	-4	u	10	-1%	x	3%	i
#4 Cc1ccc(S(=O)(=O)Nc2ccc3nc(C)sc3c2)cc1
 : -15	3%	5%	-2	-10%	9	-5%	0%	-2%	-7
#5 COC(=O)N/N=C(C)\C=C\c1ccco1
 : -1	10%	-2%	0	0%	5	0%	3%	0%	x
#6 COc1ccc(C(=O)NC(=S)Nc2nnn(C)n2)cc1
 : -2	3%	2%	-1	1%	-1	1%[46.1 µM]	x	0%	-3
#7 CC(=O)Nc1ccc(NC(=O)COc2ccc([N+](=O)[O-])cc2)cc1
 : -5	6%	0%	2	-1%	-1	x	-1%	-10%	-3
#8 O=C(NCCc1ccccc1)C(=Cc1ccc(C(=O)O)cc1)C(=O)NCCc1ccccc1
 : 0	-23%	2%	3	-5%	10	5%	12%	-2%	1
#9 O=S(=O)(NCCc1csc(-c2cccnc2)n1)c1ccc2c(c1)OCCO2
 : 5	1%	0%	0	-13%	-30	-11%	2%	-2%	1
#10 O=[N+]([O-])c1cc(S(=O)(=O)C(F)(F)F)ccc1Sc1nc2ccccc2s1
 : -47	-1%	-6%	-2	-11%	-6	2%	0%	-4%	-4
#11 Cc1cccc(C)c1N1CCN(c2n[nH]c(N)n2)CC1
 : 0	6%	4%	1	-1%	-7	2%	8%	0%	6
#12 CC1CCCCC1NC(=O)COc1ccc(-n2cnnn2)cc1 (stereo not drawn)
 : -5	2%	7%	0	0%	15	-1%	-3%	0%	3
#13 Cn1c(=O)cc(C(=O)N/N=C/c2ccc(Cl)cc2)[nH]c1=O
 : -11	-26%	8%	-1	u	5	6%	x	2%	-5
#14 CC(=O)Nc1sc(N/N=C/c2ccc(O)cc2)nc1-c1ccc(C)cc1
 : 4	23%	0%	5	u	32[activator]	-2%	1%	-3%	2
#15 COc1cc(CNCc2ccc(C(=O)O)cc2)ccc1OCc1ccc(F)cc1
 : -1	14%	-9%	2	0%	14	16%	x	-1%	10
#16 COc1ccc(Cc2nnc(SCC(=O)Nc3ccccc3C)n(N)c2=O)cc1
 : 4	x	14%	x	1%	14	-2%	x	-2%	-16
#17 CC(=O)c1ccc(NC(=O)C2CCCN(S(=O)(=O)c3c(C)[nH]c(=O)[nH]c3=O)C2)cc1 (stereo not drawn)
 : 7	-1%	2%	0	u	3	3%	-2%	0%	7
#18 CCOC(=O)C(CCCCOc1ccc([N+](=O)[O-])cc1)C(=O)OCC
 : 2	-8%	6%	-1	6%	1	x	-1%	0%	-6
#19 O=C(CCCCCN1C(=O)c2ccccc2C1=O)Oc1ccc2c3c(c(=O)oc2c1)CCC3
 : 13	-2%	-3%	-2	u	-15	2%[46.1 µM]	0%	3%	12
#20 Cc1cc(OCC(=O)N(C)Cc2ccccc2)ccc1Br
 : -16	-3%	-4%	0	0%	-2	-3%	1%	0%	-3
#21 C/C(=N\NC(=O)c1ccc(F)cc1)c1ccccn1
 : -6	-10%	-14%	-3	u	11	4%	x	-3%	-10

Single records, from the list above. Screens in order: TSHR antagonist	CXXC DNA block	A-T KAP1 phos	Coupling enz	Chronic BCR inh	Giardia killer	TCR activator	GALK inh	Tb PFK block	KCNH2 WT inh
O=C(CCCCCN1C(=O)c2ccccc2C1=O)Oc1ccc2c3c(c(=O)oc2c1)CCC3 in the list: 13	-2%	-3%	-2	u	-15	2%[46.1 µM]	0%	3%	12
CC(=O)c1ccc(NC(=O)C2CCCN(S(=O)(=O)c3c(C)[nH]c(=O)[nH]c3=O)C2)cc1 (stereo not drawn) in the list: 7	-1%	2%	0	u	3	3%	-2%	0%	7

5 compounds from above, arranged by the value under TSHR antagonist, ascending.
item | smiles | TSHR antagonist
4 | Cc1ccc(S(=O)(=O)Nc2ccc3nc(C)sc3c2)cc1 | -15
13 | Cn1c(=O)cc(C(=O)N/N=C/c2ccc(Cl)cc2)[nH]c1=O | -11
6 | COc1ccc(C(=O)NC(=S)Nc2nnn(C)n2)cc1 | -2
15 | COc1cc(CNCc2ccc(C(=O)O)cc2)ccc1OCc1ccc(F)cc1 | -1
8 | O=C(NCCc1ccccc1)C(=Cc1ccc(C(=O)O)cc1)C(=O)NCCc1ccccc1 | 0
